CHX counter: counter-screen for Shiga toxin inhibitors: cycloheximide protein synthesis inhibition; cell reporter, cycloheximide protein synthesis inhibition counterscreen; max response, %; actives 12% (n = 300,000); AID 2314; in the data active means max response mostly above about 13%, no sharp cut-off; inactive means mostly below about 14%; further: read at 38.3 µM for the half of the compounds with a filed dose; 0% is about no effect
Shiga inhibitor: blocks Shiga toxin action in Vero cells. Vero cells, Shiga toxin protein synthesis inhibition reporter. actives 9.2% (n = 290,000). inhibition, % at 38.7 µM; in the data active means inhibition mostly above about 28%, no sharp cut-off; inactive means mostly below about 43%; further: 0% is about no effect
Numbers without * were called inactive; i = inactive; + = active, no number.

SMILES	CHX counter	Shiga inhibitor
O=c1c(-c2ccc(O)cc2)coc2cc(O[C@@H]3O[C@H](CO)[C@@H](O)[C@H](O)[C@H]3O)cc(O)c12	27*	61*
CCOc1ccccc1-c1ccc(C(=O)O)o1	-3	i
CCOC(=O)c1ncc2[nH]c3ccc(OCc4ccccc4)cc3c2c1COC	1	8
COc1ccc(/C=C/C(=O)c2c(OC)cc(O)cc2OC)cc1	36*	65*
O=[N+]([O-])c1cccc(C2=N[C@@H](Cc3ccccc3)CO2)c1	53*	+
CC[C@H](C)[C@H](NC(=O)[C@H](CCCN=C(N)N)NC(=O)[C@H](CCCN=C(N)N)NC(=O)[C@H](CC(C)C)NC(=O)[C@H](Cc1ccccc1)NC(=O)CNC(=O)CNC(=O)[C@@H](N)Cc1ccc(O)cc1)C(=O)N[C@@H](CCCN=C(N)N)C(=O)N1CCC[C@H]1C(=O)N[C@@H](CCCCN)C(=O)N[C@@H](CC(C)C)C(=O)N[C@@H](CCCCN)C(=O)O	-8	13
CS(=O)(=O)CCNCc1nc(-c2ccc3ncnc(Nc4ccc(OCc5cccc(F)c5)c(Cl)c4)c3c2)cs1	-5	26
COc1ccc(S(=O)(=O)Nc2cccc3ccccc23)cc1	-4	-7
C[C@H]1CO1	-10	4
CCOC(=O)c1nn(-c2ccc(OC)cc2)c(=O)c2c(NC(=O)Cc3ccccc3)scc12	10	-1
C/C=C1/C2C=C(C)CC1(N)c1ccc(=O)[nH]c1C2 (stereo not drawn)	4	-3
C[C@H](NC(=O)Cc1cc(F)cc(F)c1)C(=O)N[C@@H](C(=O)OC(C)(C)C)c1ccccc1	-6	-35
O=S(=O)(c1ccc(Cl)cc1)N1CCN(c2nc(-c3ccc(Cl)cc3)nc3ccccc23)CC1	12	39
CC(=O)Nc1ccc(SCC(Cc2ccccc2)N2CCN(CCc3ccccc3)CCC2=O)cc1 (stereo not drawn)	0	-10
COc1ccc(C2=Nn3c(nnc3-c3cccc(OC)c3OC)SC2)cc1OC	5	-17
CCCC[C@H]1CCCO[C@@](C(=O)NCCN2CCOCC2)(C(F)(F)F)C1	3	6
CCCCC(C)/C=C(C)/C=C(\C)C(=O)NC1=CC(O)(/C=C/C=C/C=C/C(=O)NC2=C(O)CCC2=O)C2OC2C1=O (stereo not drawn)	-6	-4
CCCCC(=O)Oc1ccccc1C(=O)O	-2	-3
COc1cc(CN2CCN(CCCSc3cc(C(C)(C)C)c(O)c(C(C)(C)C)c3)CC2)cc(OC)c1OC	-2	-2
CC[C@H](C)[C@H](NC(=O)[C@H](CCC(=O)O)NC(=O)[C@H](CO)NC(=O)[C@@H](NC(=O)[C@@H](N)CO)C(C)C)C(=O)N[C@@H](CCC(N)=O)C(=O)N[C@@H](CC(C)C)C(=O)N[C@@H](CCSC)C(=O)N[C@@H](Cc1cnc[nH]1)C(=O)N[C@@H](CC(N)=O)C(=O)N[C@@H](CC(C)C)C(=O)NCC(=O)N[C@@H](CCCCN)C(=O)N[C@@H](Cc1cnc[nH]1)C(=O)N[C@@H](CC(C)C)C(=O)N[C@@H](CC(N)=O)C(=O)N[C@@H](CO)C(=O)N[C@@H](CCSC)C(=O)N[C@@H](CCC(=O)O)C(=O)N[C@@H](CCCNC(=N)N)C(=O)N[C@H](C(=O)N[C@@H](CCC(=O)O)C(=O)N[C@@H](Cc1c[nH]c2ccccc12)C(=O)N[C@@H](CC(C)C)C(=O)N[C@@H](CCCNC(=N)N)C(=O)N[C@@H](CCCCN)C(=O)N[C@@H](CCCCN)C(=O)N[C@@H](CC(C)C)C(=O)N[C@@H](CCC(N)=O)C(=O)N[C@@H](CC(=O)O)C(=O)N[C@H](C(=O)N[C@@H](Cc1cnc[nH]1)C(=O)N[C@@H](CC(N)=O)C(=O)N[C@@H](Cc1ccccc1)C(=O)N[C@H](C(=O)N[C@@H](C)C(=O)N[C@@H](CC(C)C)C(=O)NCC(=O)O)C(C)C)C(C)C)C(C)C	-2	-7
COP(=S)(OC)Oc1nc(Cl)c(Cl)cc1Cl	-16	-4
CNc1ccc(-c2nc3ccccc3s2)cc1	-18	-8
CC[C@H](C)[C@H](NC(=O)[C@H](Cc1ccc(O)cc1)NC(=O)[C@@H]1CCCN1C(=O)[C@H](CCCN=C(N)N)NC(=O)[C@H](CCCN=C(N)N)NC(=O)[C@@H]1CCCN1C(=O)[C@H](CCCCN)NC(=O)[C@H](CC(N)=O)NC(=O)[C@H](CCC(N)=O)NC(=O)[C@H](Cc1ccc(O)cc1)NC(=O)[C@H](CC(C)C)NC(=O)[C@@H]1CCC(=O)N1)C(=O)N[C@@H](CC(C)C)C(=O)O	-7	-6
COC(=O)C1=C[C@@H](C(=O)OC)C2C3=C(C(=O)[C@]2(CC(C)C)NC(=O)c2ccccc2)[C@H](C)n2c(=O)n(C)c(=O)n2[C@@H]3C1 (stereo partly drawn)	-4	-4
CC[C@@]1(O)C(=O)OCc2c1cc1n(c2=O)Cc2cc3c(O)cccc3nc2-1	-3	-7
Fc1ccc(Cl)cc1-c1nc(Nc2ccncc2)c2nccnc2n1	1	-19
Cc1cc2c(s1)c1cnn(Cc3cccc(Cl)c3)c(=O)c1n2C	-1	-5
COc1ccc(-c2cc(C3C4C=CCCC4(C)C(=O)N3Cc3ccccc3)ccc2F)cc1OC (stereo not drawn)	16	-5
CNc1nc(Cl)nc2c1ncn2CC(COC(=O)C(C)(C)C)COC(=O)C(C)(C)C	-6	-7
CC(C)C[C@H](NC(=O)CNC(=O)[C@H](C)NC(=O)[C@H](CC(C)C)NC(=O)[C@H](CCCNC(=N)N)NC(=O)[C@H](Cc1cnc[nH]1)NC(=O)[C@@H](NC(=O)[C@@H](NC(=O)[C@@H]1CSSC[C@H](NC(=O)[C@@H](N)CO)C(=O)N[C@@H](CC(N)=O)C(=O)N[C@@H]([C@@H](C)O)C(=O)N[C@@H](C)C(=O)N[C@@H]([C@@H](C)O)C(=O)N1)C(C)C)[C@@H](C)O)C(=O)N[C@@H](CC(C)C)C(=O)N[C@@H](CO)C(=O)N[C@@H](CCCNC(=N)N)C(=O)N[C@@H](CO)C(=O)NCC(=O)NCC(=O)N[C@H](C(=O)N[C@H](C(=O)N[C@@H](CCCCN)C(=O)N[C@@H](CC(=O)O)C(=O)N[C@@H](CC(N)=O)C(=O)N[C@@H](Cc1ccccc1)C(=O)N[C@H](C(=O)N1CCC[C@H]1C(=O)N[C@H](C(=O)N[C@@H](CC(N)=O)C(=O)N[C@H](C(=O)NCC(=O)N[C@@H](CO)C(=O)N[C@@H](CCCCN)C(=O)N[C@@H](C)C(=O)N[C@@H](Cc1ccccc1)C(N)=O)C(C)C)[C@@H](C)O)C(C)C)C(C)C)C(C)C	-5	-8
CN(C)c1ccc(-c2ccc(C3C4C=CCCC4(C)C(=O)N3Cc3ccccc3)c(F)c2)cc1 (stereo not drawn)	22	18
COc1ccc(C2/C=C\C(c3ccc(OC)cc3)N(Cc3ccc(F)cc3)C(=O)C(=O)N2Cc2ccc(F)cc2)cc1 (stereo not drawn)	3	i
O=C(NCc1ccccn1)[C@]1(C(F)(F)F)C[C@H](CCc2ccccc2)CCCO1	-5	-4
NC(=O)CF	-5	3
O=C(Nc1cccc2cccnc12)c1ccccc1	25*	43*
COc1ccc(-n2[nH]c3c4c(ncc3c2=O)CCCCC4)cc1	-3	14

Four records drawn at random from those above, as already listed:
SMILES	CHX counter	Shiga inhibitor
Cc1cc2c(s1)c1cnn(Cc3cccc(Cl)c3)c(=O)c1n2C	-1	-5
CC[C@@]1(O)C(=O)OCc2c1cc1n(c2=O)Cc2cc3c(O)cccc3nc2-1	-3	-7
O=C(Nc1cccc2cccnc12)c1ccccc1	25*	43*
Fc1ccc(Cl)cc1-c1nc(Nc2ccncc2)c2nccnc2n1	1	-19

Continuation:
SMILES	CHX counter	Shiga inhibitor
Cc1ccc(SCC(c2ccccc2)N2CCN(C)CCC2=O)cc1 (stereo not drawn)	31*	52*
C=CCNC1=C2C[C@@H](C)C[C@H](OC)[C@H](O)[C@@H](C)/C=C(\C)[C@H](OC(N)=O)[C@@H](OC)/C=C/C=C(\C)C(=O)NC(=CC1=O)C2=O	-6	i
CC(C)(C)C(O)C(Cc1ccc(Cl)cc1Cl)n1cncn1 (stereo not drawn)	8	-13
COC(=O)C(NS(N)(=O)=O)C(C)C (stereo not drawn)	-7	-17
C/C=C1\COC(C(=O)NCc2ccccn2)(C(F)(F)F)C=C1C=C(C)C (stereo not drawn)	18	3
NCCCC[C@H](NC(=O)[C@@H]1CCCN1C(=O)[C@H](CO)NC(=O)[C@H](CC(=O)O)NC(=O)CNC(=O)[C@H](CCCN=C(N)N)NC(=O)CN)C(=O)O	-1	-6
Clc1nccc2c1ccc1ccccc12	11	16
CC12CCC=CC1C(c1ccc3ccccc3c1C=Cc1ccccc1)N(Cc1ccccc1)C2=O (stereo not drawn)	6	-1
COc1ccc(-c2ccc(OC)c(C3C4C=CCCC4(C)C(=O)N3Cc3ccccc3)c2)cc1OC (stereo not drawn)	18	22
CNC(=O)C1(C(F)(F)F)C/C(=C\Cc2ccccc2)CCCO1 (stereo not drawn)	2	0
CN1CCc2sc(NC(=O)Cc3ccccc3)c(C(=O)Nc3ccc(Cl)cc3)c2C1	-3	4
CC(C)[C@H](NC(=O)[C@H](CC(=O)O)NC(=O)CNC(=O)[C@@H](N)CCCN=C(N)N)C(=O)O	-4	4

Single records, from the list above:
`COc1ccc(-c2ccc(OC)c(C3C4C=CCCC4(C)C(=O)N3Cc3ccccc3)c2)cc1OC` (stereo not drawn) reads CHX counter = 18; Shiga inhibitor = 22
`CC(C)[C@H](NC(=O)[C@H](CC(=O)O)NC(=O)CNC(=O)[C@@H](N)CCCN=C(N)N)C(=O)O` reads CHX counter = -4; Shiga inhibitor = 4
`NCCCC[C@H](NC(=O)[C@@H]1CCCN1C(=O)[C@H](CO)NC(=O)[C@H](CC(=O)O)NC(=O)CNC(=O)[C@H](CCCN=C(N)N)NC(=O)CN)C(=O)O` reads CHX counter = -1; Shiga inhibitor = -6

Following part
SMILES	CHX counter	Shiga inhibitor
COCCCc1cc(F)c(S(=O)(=O)N2CCN(S(=O)(=O)c3ccc4c(c3)OCCO4)CC2)cc1F	-1	-2
CCC1=CC2CN3CCc4c([nH]c5ccccc45)[C@@](C(=O)OC)(C2)[C@@H]13	-4	-11
Cc1cc2c(cc1Cl)C(c1ccccc1C)CC(=O)O2 (stereo not drawn)	-8	i
C=C1CCN(C(C(=O)O)C(C)C)S(=O)(=O)c2ccccc21 (stereo not drawn)	-7	-1
COC(=O)CN1C(=O)[C@@H]2[C@H](C1=O)[C@@H]1CC(C(=O)OC)=C[C@@H](C(=O)OC)C3C1=C(C(=O)[C@@]3(C)NC(=O)c1ccccc1)[C@@H]2C (stereo partly drawn)	-2	-8
CCOC(=O)/C=C/c1cc(F)c(S(=O)(=O)N2CCN(S(=O)(=O)c3ccc4c(c3)OCCO4)CC2)cc1F	-4	21
NC[C@@H]1O[C@@H](O[C@H]2[C@H](O)[C@@H](O[C@@H]3O[C@@H](CO)[C@H](O)[C@@H](N)[C@@H]3O)[C@H](N)C[C@@H]2N)[C@@H](O)[C@H](O)[C@H]1O	-4	-3
N#Cc1cc2[nH]c(=O)c(=O)[nH]c2cc1[N+](=O)[O-]	4	1
CCC/C=C1\CCCOC(C(=O)NCc2ccccc2)(C(F)(F)F)C1 (stereo not drawn)	10	16
COC(=O)[C@H](C)[C@H](CC(C)C)NC(=O)[C@H](C)[C@H](CC(C)C)NC(=O)c1ccccn1	10	11
CN(C(=O)c1ccc(OCC=C(c2ccccc2)c2ccccc2)cc1)c1ccccc1I	3	14
CCC1(c2ccccc2)NC(=O)NC1=O (stereo not drawn)	10	-8
COc1cccc(-c2nnc3n2N=C(c2ccccc2OC)CS3)c1	2	-7
O=c1cc(-c2ccc(O)cc2)oc2c([C@@H]3O[C@H](CO)[C@@H](O)[C@H](O)[C@H]3O)c(O)cc(O)c12	-8	18
C[C@@]12CCc3occc3[C@H]1CC[C@]13CC(=O)[C@@H](CC[C@H]12)C3	-7	11
CC(=O)OCC(NC(=O)C(C)NC(=O)OC(C)(C)C)C1OC(n2cc(F)c(=O)[nH]c2=O)C(OC(C)=O)C1OC(C)=O (stereo not drawn)	-4	-6
CC1CC=CC2C1C(=O)N(Cc1ccccc1)C2c1ccc(-c2ccc(N(C)C)cc2)cc1F (stereo not drawn)	8	2
CC1CCC2C(C)C3C(CC4[C@@H]5CC=C6C[C@@H](O)CC[C@]6(C)C5CC[C@]34C)N2C1 (stereo partly drawn)	14	-5
CC[C@H](C)[C@H](NC(=O)[C@H](Cc1ccc(O)cc1)NC(=O)[C@@H](NC(=O)[C@H](CCCN=C(N)N)NC(=O)[C@@H](N)CC(=O)O)C(C)C)C(=O)N[C@@H](Cc1ccc(N)cc1)C(=O)N1CCC[C@H]1C(=O)N[C@@H](Cc1ccccc1)C(=O)O	2	11
CSCC[C@H](NC(=O)[C@@H]1CCCN1C(=O)CNC(=O)[C@H](CCCCN)NC(=O)[C@H](Cc1cnc[nH]1)NC(=O)[C@H](CO)NC(=O)[C@H](CC(C)C)NC(=O)[C@H](CCCNC(=N)N)NC(=O)[C@@H]1CCCN1C(=O)[C@H](CCCNC(=N)N)NC(=O)[C@H](CCC(N)=O)NC(=O)[C@H](CCCNC(=N)N)NC(=O)[C@H](CCCNC(=N)N)NC(=O)[C@H](Cc1ccccc1)NC(=O)[C@@H](N)CCCCN)C(=O)N1CCC[C@H]1C(=O)N[C@@H](Cc1ccccc1)C(=O)O	9	18
Cc1ccc(S(=O)(=O)Cc2nc(-c3ccc(C(=O)NCc4ccccc4F)cc3)oc2C)cc1	-9	-4

Compound activity as filed in PubChem.

Not all compounds are listed (hit frequency here may not be typical).
